GLA spleen mod – qHTS Assay for Inhibitors and Activators of Human alpha-Galactosidase From Spleen Homogenate. Alpha-galactosidase A (Homo sapiens), P06280. human spleen homogenate, 4MU-alpha-Gal fluorescence, 40 min. Potency, µM (top dose mostly 80 µM), for inactives: at the top dose activity change, negative = inhibition, hits mostly inhibitors. actives 0.008% (n = 240,000);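 further: potency means the concentration at half of the fitted maximal effect; 0% = enzyme with vehicle and -100% = no enzyme basal signal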
Target sequence (P06280 32-429 limits assumed): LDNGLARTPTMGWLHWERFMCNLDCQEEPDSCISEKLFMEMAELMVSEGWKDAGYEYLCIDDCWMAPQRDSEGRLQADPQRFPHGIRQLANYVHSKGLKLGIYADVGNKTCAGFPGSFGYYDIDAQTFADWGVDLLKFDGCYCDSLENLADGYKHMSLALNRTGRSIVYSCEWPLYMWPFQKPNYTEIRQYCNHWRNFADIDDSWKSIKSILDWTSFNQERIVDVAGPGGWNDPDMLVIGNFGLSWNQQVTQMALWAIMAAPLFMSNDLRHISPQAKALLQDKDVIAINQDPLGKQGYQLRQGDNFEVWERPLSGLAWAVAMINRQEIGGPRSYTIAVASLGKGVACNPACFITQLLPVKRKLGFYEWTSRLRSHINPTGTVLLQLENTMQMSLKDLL
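Human spleen homogenate (1 ug) was the enzyme source, with 4-methylumbelliferyl-alpha-D-galactopyranoside (1 mM final) in pH 5.0 citrate buffer with 0.01% Tween-20. Compounds were titrated; after 40 min at 37C, NaOH/glycine stop, 4-MU fluorescence read; AC50 from Hill fits.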
Tau fibril FP – qHTS for Inhibitors of Tau Fibril Formation, Fluorescence Polarization; actives 0.39% (n = 280,000); AID 1468, 2008; Potency, µM (titrated, usually from 57.7 µM), for the others: at the top dose activity, negative = inhibition, hits mostly inhibitors; K18 P301L tau heparin fibrillization, Alexa594 FP, 6 h; Microtubule-associated protein tau (Homo sapiens), P10636; further: potency means the concentration at half of the fitted maximal effect; on the % scale 0 is the no-effect control and ±100 the full control effect; nearly all actives have a fitted effect of over 55% in size
Target sequence (P10636 561-689 P618L limits assumed): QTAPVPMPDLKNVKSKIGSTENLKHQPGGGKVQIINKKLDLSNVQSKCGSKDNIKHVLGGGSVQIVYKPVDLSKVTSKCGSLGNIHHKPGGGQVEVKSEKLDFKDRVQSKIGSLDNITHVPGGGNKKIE
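FP of Alexa 594-tau after heparin (20 uM) induction. Substrate: human K18 P301L, 15 uM unlabeled, 0.24 uM labeled. Buffer 100 mM sodium acetate pH 7. 6 hr, 37 C.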
CBFb-RUNX1 inh – qHTS Assay for Compounds Blocking the Interaction Between CBF-beta and RUNX1 for the Treatment of Acute Myeloid Leukemia | Potency, µM (doses to about 59.8 µM), without a hit: at the top dose activity, negative = inhibition, actives largely listed as inhibitors | AlphaScreen CBFb-His/RUNX1-biotin binding, biochemical | 230,000 tested, under 10 active; further: % of control where 0% means no effect
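AlphaScreen binding: CBFb-His and RUNX1-biotin (30 nM each) preincubated 20 min, compound added for 15 min, then nickel and streptavidin beads for 90 min, all at room temperature. Disruption of the interaction by any mechanism counts as activity.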
TRb-SRC2 inh – qHTS for Inhibitors of the Interaction of Thyroid Hormone Receptor and Steroid Receptor Coregulator 2 | Thyroid hormone receptor beta (Homo sapiens), P10828 | actives 0.065% (n = 280,000) | AID 1469, 2008 | Potency, µM (titrated, usually from 106 µM), without a hit: at the highest dose activity change, negative = inhibition, most hits filed as inhibitors | TRbeta-SRC2 peptide binding, fluorescence polarization; receptor liganded with 1 µM T3;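 further: potency means the concentration at half of the fitted maximal effect; plate controls were bound peptide for no effect and peptide without receptor for full effect; nearly all actives have a fitted effect of over 50% in size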
Target sequence (P10828 whole entry, looked up): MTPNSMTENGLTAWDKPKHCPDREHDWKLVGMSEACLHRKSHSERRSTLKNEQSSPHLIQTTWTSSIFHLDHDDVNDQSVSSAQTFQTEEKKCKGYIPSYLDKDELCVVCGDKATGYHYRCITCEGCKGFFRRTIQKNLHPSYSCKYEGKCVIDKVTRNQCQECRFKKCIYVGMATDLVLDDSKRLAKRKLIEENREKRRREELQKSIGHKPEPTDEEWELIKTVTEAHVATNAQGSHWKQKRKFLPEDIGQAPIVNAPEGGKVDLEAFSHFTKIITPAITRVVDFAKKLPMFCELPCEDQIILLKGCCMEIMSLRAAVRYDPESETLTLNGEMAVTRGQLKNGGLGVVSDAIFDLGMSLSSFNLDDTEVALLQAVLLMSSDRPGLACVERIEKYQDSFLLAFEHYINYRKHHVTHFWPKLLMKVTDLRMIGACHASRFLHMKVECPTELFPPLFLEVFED
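Quantitative HTS by FP: 0.6 uM TRb LBD, 20 nM labeled SRC2 20-mer, 1 uM T3, 5% DMSO; 5 hr ambient incubation; % activity per concentration and potencies from concentration series.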
Tau fluor cs – Counterscreen qHTS for Inhibitors of Tau Fibril Formation, Fluorescence Polarization; actives 0.93% (n = 280,000); Potency, µM (highest dose often 57.7 µM), for the others: at the top dose activity change, negative = decrease; tau K18 P301L (four-repeat tau fragment) Alexa594 fluorescence, heparin fibrillization; AID 1463, 2008; further: potency means the concentration at half of the fitted maximal effect; on the % scale 0 is the no-effect control and ±100 the full control effect; nearly all actives have a fitted effect of over 55% in size
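Human K18 P301L tau (15 uM unlabeled plus 0.24 uM Alexa 594-labeled, final) in 100 mM sodium acetate pH 7 was mixed with compound and 20 uM heparin and incubated 6 hr at 37 C.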
NPSR antag – qHTS Assay for Antagonists of the Neuropeptide S Receptor: cAMP Signal Transduction; CHO-NPSR cells, cAMP TR-FRET, antagonist mode; actives 1% (n = 220,000); Q6W5P4; Potency, µM (series often up to 38.3 µM), without a hit: at the highest dose activity change, negative = inhibition, usual class: inhibitors; further: potency means the concentration at half of the fitted maximal effect; on the % scale 0 is the no-effect control and ±100 the full control effect; nearly all actives have a fitted effect of over 50% in size; many of its hits are not listed in these tables
TexasRed fluor – Total Fluorescence Counterscreen for Inhibitors of the Interaction of Thyroid Hormone Receptor and Steroid Receptor Coregulator 2 | TRb/SRC2 Texas Red total fluorescence interference | Potency, µM (series often up to 106 µM), for inactives: at the highest dose fluorescence change, negative = quenching | actives 0.29% (n = 280,000) | AID 1479, 2009; active means well fitted curve in either direction with a large enough effect; inconclusive means small, poorly fitted or top-dose-only effect; further: potency means the concentration at half of the fitted maximal effect; on the % scale 0 is the no-effect control and ±100 the full control effect
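Flags fluorescent or light-absorbing compounds by total fluorescence, S + 2P, at 555 nm excitation and 632 nm emission. Mixture: 20 nM Texas Red SRC2 peptide, 0.6 uM human TRb LBD, 1 uM T3, 5% DMSO; compound exposure 5 h at ambient temperature.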
Epigenetic reg – Quantitative High-Throughput Screen for Regulators of Epigenetic Control | murine LDR cells, GFP reporter derepression, 30 h | Potency, µM (series often up to 53.9 µM), for the others: at the highest dose GFP activation, most hits filed as activators | actives 0.2% (n = 280,000); further: potency means the concentration at half of the fitted maximal effect; % of control where 0% means no effect; nearly all actives have a fitted effect of over 60% in size
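GFP-positive cell count by laser-scanning cytometry (objects 20–120 um) after 30 h, 37 C compound exposure of murine LDR cells; reporter is CMV-GFP integrated at a silenced locus, inducible by HDAC or DNMT inhibitors.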
* = called active by the depositor; [ ] = another dose, or the depositor's remark. Unless noted, the call rests on the fitted dose curve; in most records, active means well fitted curve in the direction sought with a large enough effect; inconclusive means small, poorly fitted or top-dose-only effect, or another doubt; inactive means no such curve, though single readings can be large; an effect the other way counts as inactive or inconclusive. Only part of the results is shown (hit frequency here may not be typical).

Screening Cc1cc(Nc2ccccc2)n(-c2ccccc2)n1 returned GLA spleen mod 2.9%, Tau fibril FP 10.1%, CBFb-RUNX1 inh 9.5%, TRb-SRC2 inh -13.9%, Tau fluor cs -7.8%, NPSR antag -13.1%[46.1 µM], TexasRed fluor 0.2% and Epigenetic reg -1.1%.
Cc1c(N2C(=O)C(=O)/C(=C(/O)c3ccc(Br)cc3)C2c2cccnc2)c(=O)n(-c2ccccc2)n1C (stereo not given) was read as GLA spleen mod -9.7%, Tau fibril FP -1.1%, CBFb-RUNX1 inh -5.5%, TRb-SRC2 inh 1.9%, Tau fluor cs -16.6%, NPSR antag -36.5%, TexasRed fluor -7.4% and Epigenetic reg -1.2%.
`COc1ccc(-c2[nH]ncc2C=O)cc1` gave GLA spleen mod -2.1%, Tau fibril FP -2.4%, CBFb-RUNX1 inh 22.3%, TRb-SRC2 inh -1.4%, Tau fluor cs 4.6%, NPSR antag 10.4%, TexasRed fluor -0.8% and Epigenetic reg -1.5%.
Screening C/C(=N\NC(N)=S)c1ccncc1 returned GLA spleen mod 3.0%, Tau fibril FP -3.6%, CBFb-RUNX1 inh 8.8%, TRb-SRC2 inh 7.6%, Tau fluor cs 8.3%, NPSR antag 5.6%, TexasRed fluor 0.5% and Epigenetic reg -1.4%.
CC1(C)CC(=O)C2=C(C1)N(c1ccccc1)C(N)=C(C#N)C2c1cccnc1 (stereo not given) was read as GLA spleen mod 1.1%, Tau fibril FP -6.4%, CBFb-RUNX1 inh -2.8%, TRb-SRC2 inh -16.6%, Tau fluor cs -3.7%, NPSR antag -14.0%[46.1 µM], TexasRed fluor 1.6% and Epigenetic reg -1.1%.
O=c1nc(N(c2ccccc2)c2ccccc2)[nH]c(=O)[nH]1 was read as GLA spleen mod -1.0%, Tau fibril FP 0.3%, CBFb-RUNX1 inh 10.7%, TRb-SRC2 inh -7.5%, Tau fluor cs 0.7%, NPSR antag 1.5%[46.1 µM], TexasRed fluor -1.7% and Epigenetic reg -2.1%.
Screening CCCNC(=O)c1ccccc1NS(=O)(=O)c1ccc2c(c1)OCCO2 returned GLA spleen mod 2.4%, Tau fibril FP -10.2%, CBFb-RUNX1 inh 7.7%, TRb-SRC2 inh -0.6%, Tau fluor cs -2.3%, NPSR antag 0.2%[46.1 µM], TexasRed fluor -0.6% and Epigenetic reg 0.0%.
Screening Cc1ccccc1-c1noc(-c2cc3ccccc3oc2=O)n1 returned Tau fibril FP -15.2%, TRb-SRC2 inh 1.6%, Tau fluor cs -18.9%, TexasRed fluor -0.6% and Epigenetic reg 5.6%.
Cn1c(=O)c2c(nc(NCc3ccccc3)n2CC(=O)NCc2ccccc2)n(C)c1=O was read as GLA spleen mod 3.1%, Tau fibril FP 1.4%, CBFb-RUNX1 inh 9.6%, TRb-SRC2 inh 0.2%, Tau fluor cs -3.2%, NPSR antag -5.4%[46.1 µM], TexasRed fluor -1.3% and Epigenetic reg 4.1%.
`COc1cccc(-c2nc(SCc3cccc(Br)c3)n3[nH]c(=O)cc3n2)c1` gave Tau fibril FP -14.2%, TRb-SRC2 inh -0.3%, Tau fluor cs -9.0%, TexasRed fluor -1.8% and Epigenetic reg 13.6%.
`Oc1ccccc1-c1nnc(COc2ccc(Cl)cc2Cl)o1` gave GLA spleen mod -3.2%, Tau fibril FP 0.6%, CBFb-RUNX1 inh 14.6%, TRb-SRC2 inh 2.2%, Tau fluor cs -18.7%, NPSR antag inconclusive, TexasRed fluor -4.4% and Epigenetic reg -1.7%.
`CCN(CC)S(=O)(=O)c1cccc(NC(=O)c2ccc(SC)cc2OC)c1` gave GLA spleen mod 4.0%, Tau fibril FP 1.4%, CBFb-RUNX1 inh 13.0%, TRb-SRC2 inh -1.1%, Tau fluor cs -26.9%, NPSR antag -32.7%, TexasRed fluor 1.2% and Epigenetic reg -3.4%.
Cc1ccccc1NC(=O)CCn1nc(-c2ccccc2)c2ccccc2c1=O was read as Tau fibril FP 6.3%, TRb-SRC2 inh 4.0%, Tau fluor cs -3.6%, TexasRed fluor -2.7% and Epigenetic reg -1.1%.
CCCc1cc(=O)[nH]c(-n2[nH]c3c(c2=O)CCCC3)n1 was read as GLA spleen mod 18.0%, Tau fibril FP -2.9%, CBFb-RUNX1 inh 0.1%, TRb-SRC2 inh 5.9%, Tau fluor cs -5.5%, NPSR antag -8.6%[46.1 µM], TexasRed fluor -3.1% and Epigenetic reg 8.5%.
For O=C(CN(Cc1cccs1)C(=O)CNS(=O)(=O)c1ccccc1)NC1CCCC1 the results were GLA spleen mod -3.5%, Tau fibril FP 7.6%, CBFb-RUNX1 inh 3.4%, TRb-SRC2 inh -5.5%, Tau fluor cs -6.2%, NPSR antag 0.2%, TexasRed fluor 0.1% and Epigenetic reg 1.1%.
`CC1Cc2cc(/C=C3/SC(=S)N(C)C3=O)ccc2O1` (stereo not given) gave GLA spleen mod 8.0%, Tau fibril FP -6.6%, CBFb-RUNX1 inh -4.8%, TRb-SRC2 inh 0.9%, Tau fluor cs -10.2%, NPSR antag 0.7%, TexasRed fluor -3.7% and Epigenetic reg -1.0%.
For CC(C)CC(NC(=O)c1ccccc1)C(=O)OCC(=O)Nc1ccc(Br)cn1 (stereo not given) the results were GLA spleen mod 1.7%, Tau fibril FP -1.6%, CBFb-RUNX1 inh 10.4%, TRb-SRC2 inh 1.2%, Tau fluor cs -13.3%, NPSR antag -2.5%[46.1 µM], TexasRed fluor 0.7% and Epigenetic reg 0.0%.
For CN1C=CC=C/C1=C1\SC(=S)N(Cc2ccccc2)C1=O the results were GLA spleen mod 1.8%, Tau fibril FP 5.8%, CBFb-RUNX1 inh -21.0%, TRb-SRC2 inh -1.6%, Tau fluor cs inconclusive, NPSR antag -18.4%, TexasRed fluor 0.4% and Epigenetic reg -2.2%.
`NC(=O)C1CCN(C2=C(NS(=O)(=O)c3ccc(Cl)cc3)C(=O)c3ccccc3C2=O)CC1` gave GLA spleen mod -15.9%, Tau fibril FP inconclusive, CBFb-RUNX1 inh -18.1%, TRb-SRC2 inh -1.7%, Tau fluor cs inconclusive, NPSR antag -15.7%, TexasRed fluor -5.2% and Epigenetic reg 5.6%.
`CC(=O)Nc1ccc(Nc2nc(C)c([N+](=O)[O-])c(N(C)c3ccccc3)n2)cc1` gave GLA spleen mod -6.2%, Tau fibril FP inconclusive, CBFb-RUNX1 inh -14.6%, TRb-SRC2 inh 8.4%, Tau fluor cs 17.8µM*[quencher], NPSR antag -34.8%, TexasRed fluor -4.9% and Epigenetic reg 0.1%.
`COc1cccc(CNC(=O)N2CCc3c(sc4c3CCCC4)C2c2ccc(F)cc2)c1` (stereo not given) gave Tau fibril FP -3.4%, TRb-SRC2 inh -3.3%, Tau fluor cs -13.3%, TexasRed fluor -0.5% and Epigenetic reg -4.2%.
CC(=O)/C(C(=N)N1CCN(C(c2ccccc2)c2ccccc2)CC1)=C(\C)O was read as GLA spleen mod 0.6%, Tau fibril FP 1.1%, CBFb-RUNX1 inh 2.9%, TRb-SRC2 inh 4.4%, Tau fluor cs 0.9%, NPSR antag 3.9%[46.1 µM], TexasRed fluor -5.1% and Epigenetic reg -0.5%.
Cc1cc(C(=O)COC(=O)C2COc3ccccc3O2)c(C)n1CC1CCCO1 (stereo not given) was read as GLA spleen mod 4.4%, Tau fibril FP -1.4%, CBFb-RUNX1 inh -8.4%, TRb-SRC2 inh -17.4%, Tau fluor cs 0.7%, NPSR antag -8.3%[46.1 µM], TexasRed fluor 0.8% and Epigenetic reg -4.8%.
For CC(C)CC(NC(=O)C1CCC(C)CC1)C(=O)N1CCN(c2ccccn2)CC1 (stereo not given) the results were GLA spleen mod 0.9%, Tau fibril FP 2.6%, CBFb-RUNX1 inh -7.6%, TRb-SRC2 inh 9.1%, Tau fluor cs -1.5%, NPSR antag -11.8%[46.1 µM], TexasRed fluor -2.6% and Epigenetic reg 2.7%.
Screening COc1ccc(/C=N/NC(=O)Nc2cccc3nsnc23)cc1 returned GLA spleen mod 5.4%, Tau fibril FP 5.9%, CBFb-RUNX1 inh -7.3%, TRb-SRC2 inh 2.1%, Tau fluor cs 7.4%, NPSR antag 2.1%, TexasRed fluor -2.9% and Epigenetic reg 4.4%.
`CN(C)S(=O)(=O)c1ccc(NC(=O)CSc2n[nH]c(=O)n2C2CC2)cc1` gave GLA spleen mod -6.5%, Tau fibril FP -9.6%, CBFb-RUNX1 inh 2.6%, TRb-SRC2 inh 2.6%, Tau fluor cs -0.8%, NPSR antag 1.9%, TexasRed fluor -3.4% and Epigenetic reg 0.2%.
Screening COCc1c(C(=O)N2CCN(c3ccc(C(F)(F)F)cn3)CC2)oc2ccccc12 returned GLA spleen mod -1.2%, Tau fibril FP -2.6%, CBFb-RUNX1 inh 11.3%, TRb-SRC2 inh -3.4%, Tau fluor cs -21.9%, NPSR antag -11.8%[46.1 µM], TexasRed fluor -4.9% and Epigenetic reg 1.0%.
`CN(C(=O)COc1ccccc1C(=O)NCCOc1ccccc1)c1ccccc1` gave GLA spleen mod -3.2%, Tau fibril FP 5.7%, CBFb-RUNX1 inh -4.0%, TRb-SRC2 inh -2.3%, Tau fluor cs -7.5%, NPSR antag inconclusive, TexasRed fluor -6.1% and Epigenetic reg 0.1%.
For Cc1ccc(Cl)cc1N1CCN(C(=O)C2CCN(S(=O)(=O)c3c(C)nn(C)c3C)CC2)CC1 the results were GLA spleen mod 1.6%, Tau fibril FP -7.9%, CBFb-RUNX1 inh -2.1%, TRb-SRC2 inh -0.9%, Tau fluor cs -13.3%, NPSR antag -25.3%[46.1 µM], TexasRed fluor 1.8% and Epigenetic reg -1.1%.
